Assay outcomes from PubChem BioAssay.
KB-V1 cytotox: qHTS assay for MDR1-selective chemotherapeutics: Primary screen using the drug-selected MDR subline cells KB-V1 | KB-V1 MDR cells viability, CellTiter-Glo, 72 h | Potency, µM (highest dose often 46.1 µM), for inactives: at the highest dose activity change, negative = cytotoxicity, hits mostly cytotoxic | 3.4% of 400,000 active; also: potency is read from the fitted curve at half-maximal effect; % is scaled to controls: 0 for no effect and ±100 for the full control effect; nearly all actives have a fitted effect of over 60% in size
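KB-V1 cells (P-gp-expressing MDR subline of KB-3-1) in phenol-red-free DMEM with 10% FBS were exposed to library compounds over a concentration series for 72 h at 37 degrees C. Viability read by CellTiter-Glo luminescence; concentration-effect curves fitted after normalization.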
HT1080-NT tox: qHTS for induction of synthetic lethality in tumor cells producing 2HG: qHTS for the HT-1080-NT fibrosarcoma cell line | 1.6% of 360,000 active | Potency, µM (top dose mostly 46.1 µM), for inactives: at the top dose activity, negative = less viability, hits mostly cytotoxic | HT-1080-NT fibrosarcoma viability, CellTiter-Glo ATP luminescence, 48 h | AID 686970, 2013;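 also: NT is the 2HG producing partner of a matched IDH1 knockdown line; potency is read from the fitted curve at half-maximal effect; 0% = DMSO-treated cells and -100% = media-only wells without cells; nearly all actives have a fitted effect of over 55% in size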
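750 cells/well, RPMI + 5% FBS; 2 h settle, compound pin-transfer, 48 h at 37 degrees C. CellTiter-Glo 10 min RT, luminescence. Normalized to DMSO and media-only wells.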
KB-3-1 cytotox: qHTS assay for MDR1-selective chemotherapeutics: Primary screen using the parental adenocarcinoma cell KB-3-1 | 1.4% of 400,000 active | Potency, µM (doses to about 46.1 µM), for inactives: at the highest dose activity change, negative = cytotoxic, most hits filed as cytotoxic | AID 1347075, 2019 | KB-3-1 viability, CellTiter-Glo ATP luminescence, 72 h; also: potency is read from the fitted curve at half-maximal effect; % is scaled to controls: 0 for no effect and ±100 for the full control effect; nearly all actives have a fitted effect of over 60% in size
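Viability of parental KB-3-1 cells, measured by CellTiter-Glo luminescence, followed a 72 h incubation at 37 °C with pinned compounds in phenol-red-free DMEM containing 10% FBS.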
D3 ag: qHTS of D3 Dopamine Receptor Agonist: qHTS; 0.58% of 410,000 active; D3R DiscoveRx beta-arrestin cells, luminescence, 90 min; max activation, %; in the data active = max activation above about 30%; also: 0% is about no effect; mostly tested at two doses, the higher about 12 µM
Target sequence (P35462 whole entry, looked up): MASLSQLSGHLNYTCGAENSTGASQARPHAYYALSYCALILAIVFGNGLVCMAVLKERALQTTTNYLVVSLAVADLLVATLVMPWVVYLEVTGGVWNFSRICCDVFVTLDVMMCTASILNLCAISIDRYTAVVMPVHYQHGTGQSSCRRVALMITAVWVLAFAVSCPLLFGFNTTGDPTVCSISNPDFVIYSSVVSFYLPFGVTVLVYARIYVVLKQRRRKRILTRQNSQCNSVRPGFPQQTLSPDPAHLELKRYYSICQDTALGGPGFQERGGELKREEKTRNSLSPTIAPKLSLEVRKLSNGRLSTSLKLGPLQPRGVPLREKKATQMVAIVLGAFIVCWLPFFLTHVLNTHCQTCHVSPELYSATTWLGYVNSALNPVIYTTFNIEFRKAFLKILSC
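Agonist mode: compounds and dopamine controls were applied to plated cells for 90 min at 37 degrees C after an overnight attachment at 1500 cells/well. Luminescent read-out followed 30 - 60 minutes at room temperature with DiscoveRx detection reagent.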
SW480 rerep: A quantitative high throughput screen for small molecules that induce DNA re-replication in SW480 colon adenocarcinoma cells; SW480 DNA re-replication, Hoechst DNA content imaging, 48 h; Potency, µM (highest dose often 46.1 µM), without a hit: at the highest dose re-replication activation, usual class: activators; 1.8% of 340,000 active; also: potency is read from the fitted curve at half-maximal effect; % of control where 0% means no effect; nearly all actives have a fitted effect of over 55% in size
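Quantitative HTS format with DMSO vehicle controls; 48 hr drug incubation at 37 C, then 40 min Hoechst staining and scanning imager measurement at 405 nm excitation.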
HEK293 tox: qHTS of GLP-1 Receptor Inverse Agonists: Cytotox Screen; HEK293 cAMP-luciferase reporter cells, luminescence, 24 h; Potency, µM (titrated, usually from 38.3 µM), inactives show at the highest dose activity change, negative = inhibition, actives largely listed as inhibitors; 0.13% of 410,000 active;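 also: loss of luciferase light is scored as toxicity; potency is read from the fitted curve at half-maximal effect; % is scaled to controls: 0 for no effect and ±100 for the full control effect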
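Cells in DMEM/10% Nu serum/1% pen-strep, 1536-well format. Pre-incubated 12 h, dosed with 23 nL compound, incubated a further 24 h. Luciferase detection, 12 min at room temp, luminescence.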
IL1B secr inh: qHTS for Inhibitors of Inflammasome Signaling: IL-1-beta AlphaLISA Primary Screen | activity change, % at 57.5 µM | THP-1 LPS/ATP IL-1B secretion, AlphaLISA, 16 h; active compounds read low | AID 743279, 2014 | 4.7% of 360,000 active; in the data active = activity change below about -50%; inconclusive = mostly about -30% to -49%; also: % is scaled to controls: 0 for no effect and ±100 for the full control effect
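THP-1 cells pretreated 1 hr with compounds (up to 57.5 uM final), then stimulated with LPS (250 ng/mL final) plus ATP (1.25 mM final); secreted IL-1B measured by AlphaLISA after 16 hr, decreased signal indicating inhibition.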
HT1080 IDH1KD tx: qHTS for induction of synthetic lethality in tumor cells producing 2HG: qHTS for the HT-1080-IDH1KD cell line; HT-1080 IDH1 knockdown viability, ATP luminescence, 48 h; 2% of 360,000 active; Potency, µM (series often up to 46.1 µM), inactives show at the top dose activity, negative = toxicity, actives largely listed as cytotoxic;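 also: potency is read from the fitted curve at half-maximal effect; 0% = DMSO wells and -100% = cell-free medium wells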
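Using the IDH1-knockdown HT-1080 line run in the same batch and compound series as the NT line, viability after 48 h at 37 °C was determined by CellTiter-Glo luminescence and expressed as % activity.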
MCF10A rerep: A quantitative high throughput screen for small molecules that induce DNA re-replication in MCF 10a normal breast cells | MCF 10A DNA re-replication, Hoechst nuclear intensity, 48 h | Potency, µM (top dose mostly 46.1 µM), for the others: at the top dose activity, positive = re-replication, most hits filed as activators | 2.9% of 350,000 active | AID 624296, 2012; also: potency is read from the fitted curve at half-maximal effect; % of control where 0% means no effect; nearly all actives have a fitted effect of over 50% in size
Numbers without * were called inactive; i = inactive; ? = inconclusive; / = not tested or not shown; [ ] = remark or other dose. Unless noted, calls follow the shape of the dose curve; as a rule, active = well fitted curve in the direction sought with a large enough effect; inconclusive = small, poorly fitted or top-dose-only effect, or another doubt; inactive = no such curve, though single readings can be large; an effect the other way counts as inactive or inconclusive.

no.	Compound	KB-V1 cytotox	HT1080-NT tox	KB-3-1 cytotox	D3 ag	SW480 rerep	HEK293 tox	IL1B secr inh	HT1080 IDH1KD tx	MCF10A rerep
1	COc1ccc(CN2CCS(=O)(=O)CC2)cc1OC	3%	5%	-2%	-8	-54%[inhibitor]	1%	44	9%	?
2	CCN(c1ccccc1)S(=O)(=O)c1ccc(Cl)c(NC(=O)CSc2nncs2)c1	2%	-2%	1%	-8	-2%	7%	0	-3%	1%
3	Fc1ccc(-c2nn(-c3ccccc3)cc2CNCc2ccccc2)cc1	0%	21µM*	?	-16	-1%	?	-90*	23µM*	?
4	CCOc1ccc(-c2cc(NC(=O)c3cccc(Cl)c3)c(C(=O)OC)s2)cc1	17%	/	14%	-5	/	0%	/	/	/
5	O=C1NN(c2ccc(Cl)cc2)C(=O)/C1=C\c1ccc(-c2cccc(C(=O)O)c2)o1	11%	-1%	2%	8	-15%	-9%	19	9%	?
6	CC1CCc2cc(F)ccc2N1C(=O)c1ccc2c(c1)OCO2 (stereo unspecified)	-20%	-19%	-12%	0	-4%	20%	-1	-9%	11%
7	O=C(c1ccccc1)C1C(=O)c2ccccc2C1=O	?	-7%	-8%	-6	-8%	-23%	-20	-2%	-6%
8	COCCSc1nnc(NC(=O)C(C)(C)C)s1	10%	13%	17%	-5	?	-4%	-7	14%	4%
9	O=C(OCCCN1CCCC1)C1(c2ccccc2)CCCC1	?	1%	5%	-1	-2%	-1%	2	0%	1%
10	COC(=O)c1[nH]nc2c1C(=O)N(C1CCCCC1)C2=O	-4%	?	-11%	-10	-6%	1%	-19	?	13%
11	CCOC(=O)CCCCC(=O)c1[nH]c(=O)[nH]c1CSCCO	19%	4%	1%	-11	-2%	-5%	-84*	?	3%
12	O=C1c2cccc3c([N+](=O)[O-])ccc(c23)C(=O)N1c1ccc(Cl)cn1	-2%	4.5µM*	-13%	-36	4.1µM*	310%[activator]	-92*	1.6µM*	?
13	CS(=O)(=O)N(CCc1ccccc1)CC(=O)NCC1CCCO1 (stereo unspecified)	0%	10%	7%	-4	-3%	-1%	7	9%	-10%
14	CCc1nn(C(CC)C(=O)NCc2cccc(OC)c2)c(=O)c2cc3occc3n12 (stereo unspecified)	12%	-3%	1%	0	9%	-14%	-3	-2%	?
15	Cc1cc(-c2cccc([N+](=O)[O-])c2)nc2ccccc12	5%	-2%	5%	6	-2%	10%	10	2%	-1%
16	CC1(C)C(C=C(Cl)Cl)C1C(=O)N(Cc1ccc(Cl)cc1)C1CCS(=O)(=O)C1 (stereo unspecified)	?	?	?	-9	19%	?	?	?	?
17	C/C(=N\O)c1ccc2c3c([nH]c2c1)CCCC3	0%	0%	8.2µM*	-10	7%	12%	-17	-11%	?
18	CCCC(C)NC(=O)COC(=O)c1ccc(Cl)c(S(N)(=O)=O)c1 (stereo unspecified)	4%	5%	-2%	0	3%	-2%	21	-5%	-3%
19	NC(=O)N/N=C\c1cc(Br)ccc1O	?	-4%	-6%	-19	7%	7%	-9	0%	1%
20	CC1CN(CCc2ccccc2)c2nc3c(c(=O)[nH]c(=O)n3C)n2C1 (stereo unspecified)	?	-9%	-27%	-4	22%	-16%	6	-29%	15%

Filtered by structure, those above with two or more sulfur atoms (2)
no.	Compound	KB-V1 cytotox	HT1080-NT tox	KB-3-1 cytotox	D3 ag	SW480 rerep	HEK293 tox	IL1B secr inh	HT1080 IDH1KD tx	MCF10A rerep
2	CCN(c1ccccc1)S(=O)(=O)c1ccc(Cl)c(NC(=O)CSc2nncs2)c1	2%	-2%	1%	-8	-2%	7%	0	-3%	1%
8	COCCSc1nnc(NC(=O)C(C)(C)C)s1	10%	13%	17%	-5	?	-4%	-7	14%	4%

Continued.
no.	Compound	KB-V1 cytotox	HT1080-NT tox	KB-3-1 cytotox	D3 ag	SW480 rerep	HEK293 tox	IL1B secr inh	HT1080 IDH1KD tx	MCF10A rerep
21	CCOC(=O)C1=C(C)N(C)C(=O)C1CC(=O)O (stereo unspecified)	-8%	-4%	-2%	-5	-10%	16%	-4	-2%	30%
22	CCOC(=O)C1=C(C)NC(SCC(=O)O)=NC1c1ccccc1 (stereo unspecified)	-1%	3%	3%	1	3%	0%	11	4%	0%
23	O=C(CCCOc1ccc(Cl)cc1Cl)Nc1ccncc1	?	?	-13%	-9	4%	1%	?	10%	-2%
24	CC(=O)c1ccc(N2CCCCCC2)c(F)c1	-4%	10%	14%	0	-1%	3%	39	3%	-1%
25	O=C(c1[nH]c(C(F)(F)F)nc1-c1ccccc1)N1CCC(C(O)(c2ccccc2)c2ccccc2)CC1	-11%	1%	0%	-3	/	3%	32	-19%	/
26	O=C(NC(=S)N1CCc2ccccc21)c1ccccc1Br	?	2%	13%	-5	-2%	?	15	0%	12%
27	O=C(O)CCCn1c(=S)[nH]c2c(sc3ccc([N+](=O)[O-])cc32)c1=O	?	14%	25%	-12	-1%	1%	-14	14%	-11%
28	COc1ccccc1N1C(=O)c2cccc3c(Cl)ccc(c23)C1=O	-3%	3%	4%	2	3%	57%[activator]	-21	6%	-17%
29	Cc1c(-n2c(SCC(=O)O)nnc2-c2ccccc2Cl)c(=O)n(-c2ccccc2)n1C	7%	20%	8%	-1	-8%	-20%	29	21%	-5%
30	COCCc1nn2c(=O)cc(COC(=O)c3ccc4c(c3)OCO4)nc2s1	-16%	/	11%	-11	/	-1%	/	/	/
31	Cc1ccc(C(=O)N2CCN(c3cccc(C)c3C)CC2)o1	?	?	16µM*	11	8%	-29%	11	?	?
32	O=C(Nc1ccc(F)cc1)c1cc2cc(Cl)ccc2[nH]1	-3%	5%	-8%	2	-16%	-4%	21	6%	7%
33	COc1ccccc1C(CNC(=O)C1CCN(C(=O)Nc2ccccc2)CC1)N1CCCC1 (stereo unspecified)	4%	4%	14%	-4	1%	-5%	-3	3%	0%
34	CCOc1c(Br)cc(C(N)=O)cc1OC	1%	0%	0%	2	-5%	11%	0	1%	-9%
35	O=C(CN1C(=O)NC2(CCCCC2)C1=O)N1CCN(S(=O)(=O)/C=C/c2ccccc2)CC1	-7%	1%	36%	-5	-3%	-2%	-8	15%	10%
36	NCc1cc2c3c(c1)CCCN3CCC2	-1%	-1%	4%	10	-8%	6%	28	-1%	?
37	CC(C)CCn1c(O)c(N=Nc2ccccn2)c2ccccc21	?	11%	-5%	0	-4%	?	-1	15%	?
38	COc1ccc(CNC(=O)CCc2cc(OC)c(OC)c(OC)c2)cc1	-6%	3%	-1%	-5	1%	-13%	29	7%	-7%
39	O=C(O)c1cnn(-c2nc(-c3ccc(Cl)c(Cl)c3)cs2)c1C(F)(F)F	0%	-19%	-2%	4	-7%	-12%	48	?	?
40	CC1CCCCC1NC(=O)CCn1c(=S)[nH]c2ccccc2c1=O (stereo unspecified)	-20%	3%	-12%	3	/	2%	-16	12%	/
41	CN(C)C(CNC(=O)c1cccc(S(=O)(=O)Nc2ccc(Br)cc2)c1)c1ccco1 (stereo unspecified)	-5%	-4%	-14%	-27	?	-1%	-1	-3%	12%
42	Cc1ccccc1NC(=S)NCC1CCN(C(C)c2ccccc2)C1 (stereo unspecified)	6%	-4%	-1%	-14	4%	1%	-3	1%	-5%
43	COc1ccc(N(CC(=O)N/N=C(\C)c2ccccc2)S(=O)(=O)c2ccccc2)cc1	35%	2%	12%	5	-18%	-3%	7	0%	0%
44	Cc1ccc(C(=O)N/N=C\c2ccccn2)cn1	-17%	-12%	-2%	-29	-4%	-4%	-14	-5%	0%
45	O=C(CCNC(=O)C1CCN(S(=O)(=O)c2ccccc2)CC1)NCc1ccc(Cl)c(Cl)c1	?	-5%	0%	-4	-5%	-4%	2	-1%	-1%
46	Cc1ccccc1-c1nc(CS(=O)CC(=O)NCc2ccc3c(c2)OCO3)c(C)o1 (stereo unspecified)	-26%	-7%	-1%	2	-5%	-4%	-4	-10%	0%
47	CSc1cccc(NC(=O)Cn2nc(C)c3sc4ccccc4c3c2=O)c1	10%	/	-14%	-8	/	12%	/	/	/
48	Cc1cc(NC(=O)C2CCCCC2C(=O)O)ccc1NC(=O)c1ccccc1 (stereo unspecified)	-16%	3%	12%	-1	-27%	1%	i	-11%	-13%
49	Cc1cc(Nc2ccc(C)c(C)c2)n2nc(C)nc2n1	0%	11%	15%	3	-1%	-20%	10	4%	1%
50	CCN(CC(=O)Nc1ccc(NC(C)=O)cc1)C(=O)/C=C/c1c(C)nn(-c2ccc(F)cc2)c1Cl	0%	-4%	-1%	-4	-6%	-22%	10	-1%	4%
51	NC(=Nc1ccc(Br)cc1)c1ccccc1	0%	-13%	-5%	-1	-9%	10%	-3	-11%	1%
52	CC(=O)N1CCN(CC(=O)Nc2c(Cl)cccc2Cl)CC1	0%	0%	-1%	1	0%	-2%	-8	4%	1%
53	Cc1ccc(COC(=O)CN2C(=O)NC3(CCCC3)C2=O)cc1	3%	3%	6%	1	-6%	-16%	15	5%	0%
54	COC(=O)/C=C\C(=O)Nc1cccc([N+](=O)[O-])c1	-10%	?	?	-13	?	?	?	?	?
55	O=C(NCC(c1ccco1)N1CCc2ccccc2C1)c1ccc(Br)cc1 (stereo unspecified)	?	6%	-1%	-5	9%	-5%	-4	1%	?
56	Cc1ccccc1N(CC(=O)N/N=C/c1ccc(N(C)C)cc1)C(=O)c1ccccc1	-2%	-7%	0%	-2	23%	-13%	-16	-16%	18%
57	CCC1(CC)C(=O)NC(=O)NC1=Nc1cccc(OC)c1	?	21%	10%	0	-2%	2%	0	22%	0%
